# Source: PubChem (several laboratories)
# GSK3B inh – inhibitors of human GSK3beta kinase | GST-GSK3beta kinase, ADP-Glo luminescence, 60 min; stronger effect = lower value | activity score (negative = inhibition), % at 10 µM | actives 0.038% (n = 300,000);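 active means more than half of replicate wells score below -50%, meaning over 50% inhibition versus plate controls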;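 further: 0% = median DMSO wells and -100% = median GW8510 positive control wells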
# Target sequence (P49841 whole entry, looked up): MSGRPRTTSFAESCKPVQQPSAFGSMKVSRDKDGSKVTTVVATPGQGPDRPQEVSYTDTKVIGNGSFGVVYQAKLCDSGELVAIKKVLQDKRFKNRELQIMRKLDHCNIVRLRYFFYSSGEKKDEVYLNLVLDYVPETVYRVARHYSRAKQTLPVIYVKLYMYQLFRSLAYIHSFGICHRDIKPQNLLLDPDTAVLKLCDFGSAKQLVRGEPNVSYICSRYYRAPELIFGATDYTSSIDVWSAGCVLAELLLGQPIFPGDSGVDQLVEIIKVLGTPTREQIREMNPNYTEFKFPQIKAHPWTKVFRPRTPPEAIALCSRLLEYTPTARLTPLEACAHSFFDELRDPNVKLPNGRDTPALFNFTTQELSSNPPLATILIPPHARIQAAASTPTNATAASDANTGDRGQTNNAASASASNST
#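 Test system: GST-tagged human GSK3beta kinase, cell-free; evaluation: activity score scaled between in-plate DMSO and GW8510 controls; measured by: ADP-Glo luminescence; incubation: 60 min reaction, RT; benchmarks: DMSO and 20 µM GW8510; reagent: peptide substrate plus 25 µM ATP (final); medium: Tris/MgCl2 kinase buffer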
# KCNQ1 block – human KCNQ1 channel inhibition | P51787 | CHO-K1 KCNQ1, FluxOR thallium flux fluorescence; stronger effect = higher value | B-score at 10 µM | actives 1.3% (n = 310,000) | AID 2642;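 active means compounds whose thallium flux B-score, printed positive for inhibition, exceeds three library SD while starting fluorescence stays within three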;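 further: channel opened by potassium depolarization with thallium stimulus after 20 min compound exposure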
# RGS4 block – inhibitors of human RGS4. P49798. HEK293 M3R/RGS4 inducible, Fluo-4 calcium flux; stronger effect = higher value; triggered by carbachol at its EC20. B-score at 10 µM. actives 0.45% (n = 310,000). AID 463165;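 active means B-score, a plate-corrected calcium signal, over three deviations above library mean, with baseline fluorescence within five deviations of library mean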;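 further: RGS4 expression induced by doxycycline in cells with stable M3 receptor; B-score is computed from the integrated fluorescence ratio over baseline after carbachol; higher B-score means a larger calcium signal and so more RGS4 inhibition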
# Target sequence (P49798 whole entry, looked up): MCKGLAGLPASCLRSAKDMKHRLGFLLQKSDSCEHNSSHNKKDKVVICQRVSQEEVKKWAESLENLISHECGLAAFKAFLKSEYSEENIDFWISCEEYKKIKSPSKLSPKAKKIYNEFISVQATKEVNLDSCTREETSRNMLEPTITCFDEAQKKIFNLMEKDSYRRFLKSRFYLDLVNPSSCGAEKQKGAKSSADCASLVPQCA
# RGS4 act – RGS4 potentiation or activation; actives 0.92% (n = 310,000); B-score at 10 µM; HEK293 M3R/inducible RGS4, carbachol calcium flux Fluo4; stronger effect = lower value;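 active means B-score of the integrated calcium signal more than 4 SD below the library mean, with starting fluorescence not abnormally high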;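 further: negative B-score means reduced calcium response which marks RGS4 activation or potentiation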
#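 Material: M3R-expressing HEK293 line, RGS4 induced by doxycycline | Schedule: Overnight RGS4 induction, 30 min dye load 37 °C, 20 min compound RT | Measured by: Fluo4 fluorescence kinetic imaging of calcium | Read-out: Integrated calcium ratio converted to B score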
# hERG protect – compounds protecting human hERG from proarrhythmic drug block | Q12809 | CHO-hERG, FluxOR thallium flux, dofetilide IC70 present | activation (rescue from dofetilide block), less the hit threshold, % at 10 µM | actives 0.51% (n = 310,000) | AID 1511;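 active means activation above the mean of controls blocked by dofetilide plus 5 SD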;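 further: thallium influx through hERG after potassium depolarization seen as dye fluorescence rise; in these data hits start at about 4.7%; inactives centre near -7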
# DYRK1A inh – inhibitors of rat Dyrk1A kinase; actives 0.43% (n = 310,000); Q63470; inhibition, % at 12.5 µM; ADP-Glo luminescence, NFATc1 peptide; AID 504441; in the data active means inhibition above about 50%;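 further: plate controls were vehicle with enzyme for no effect and no enzyme for full effect; many of its hits are not listed in these tables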
# KCNK9 block – inhibitors of human KCNK9 two-pore domain potassium channel; Q9NPC2; HEK293 KCNK9, FluxOR thallium flux fluorescence; stronger effect = lower value; B-score at 10 µM; actives 1.2% (n = 310,000); AID 488922;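 active means ratio B-score over 3 SD below the library mean, with starting fluorescence within 5 SD of its mean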;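 further: negative B-score means less thallium flux so channel inhibition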
# Target sequence (Q9NPC2 whole entry, looked up, the tested form may be a part): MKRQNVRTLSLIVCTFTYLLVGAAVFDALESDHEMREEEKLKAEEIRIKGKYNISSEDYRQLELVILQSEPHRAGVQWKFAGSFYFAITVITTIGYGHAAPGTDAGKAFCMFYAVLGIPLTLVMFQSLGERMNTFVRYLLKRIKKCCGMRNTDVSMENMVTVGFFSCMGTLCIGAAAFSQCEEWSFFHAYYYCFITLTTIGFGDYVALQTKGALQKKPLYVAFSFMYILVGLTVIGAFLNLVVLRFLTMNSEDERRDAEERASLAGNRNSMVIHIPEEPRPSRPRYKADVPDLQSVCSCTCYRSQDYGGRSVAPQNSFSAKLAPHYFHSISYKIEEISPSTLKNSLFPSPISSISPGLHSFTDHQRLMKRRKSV
# KCNK3 block – human KCNK3 channel inhibition, primary screen; O14649; CHO-KCNK3 thallium flux, FluxOR fluorescence; stronger effect = lower value; B-score at 10 µM; actives 0.84% (n = 340,000);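 active means B-score under library mean minus 4 SD, starting fluorescence ratio at most library mean plus 5 SD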;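 further: more negative B-score means stronger inhibition of thallium flux through KCNK3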
# PolyA inh – inhibitors of polyadenylation in S. cerevisiae | AID 1875 | actives 0.02% (n = 300,000) | S. cerevisiae SKY197-pL101 polyadenylation reporter, beta-gal luminescence; efflux-impaired pdr1/pdr3 knockout yeast; score 100 = 6 SD above DMSO | calls only at 12 µM;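 active means lowest replicate activity score at least 50, where 100 means six control SD above control mean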;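 further: yeast exposed to compound for 9 h at 30 °C; higher score means more reporter readthrough which indicates perturbed polyadenylation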
# GSK3 alpha inh – human GSK-3 alpha kinase inhibition. P49840. ADP-Glo luminescence, 60 min. inhibition, % at 10 µM. actives 0.1% (n = 320,000). AID 2650;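 in the data active means inhibition above about 50%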;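 further: GST-tagged GSK-3 alpha with peptide substrate and 25 µM ATP; 0% = DMSO neutral wells and 100% = GW8510 positive control wells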
# KCNQ1 act – human KCNQ1 channel potentiation or activation | actives 0.35% (n = 310,000) | CHO-K1 KCNQ1, thallium flux FluxOR fluorescence; stronger effect = higher value | B-score at 10 µM;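 active means fluorescence ratio B-score, a plate-corrected score, at least three library SD, with initial intensity B-score within 5 SD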
#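 Material: CHO-K1 cells stably expressing KCNQ1. Medium: assay buffer for compound exposure, DMSO matched across wells. Reagent: K+/Tl+ depolarizing stimulus. Compound dosing: single-concentration screen. Times: 37 °C overnight plating, 90-min dark dye load, 20-min compound pretreatment. Technique: FluxOR Tl+ flux fluorescence.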
# * hit, by the source's call; i = inactive; · = not tested or not shown. This is a subset; the hit share may differ from the screen's.
SMILES,GSK3B inh,KCNQ1 block,RGS4 block,RGS4 act,hERG protect,DYRK1A inh,KCNK9 block,KCNK3 block,PolyA inh,GSK3 alpha inh,KCNQ1 act
O=C1CC(C(=O)Nc2cc(Cl)ccc2Cl)n2ncnc2N1 (stereo not drawn),-2,i,i,i,-8,-5,i,i,·,-2,i
CNC(=S)N(CCc1c(C)[nH]c2ccc(C)cc12)Cc1cccs1,2,i,i,i,-20,-9,i,i,i,0,i
CC(C)C1Cc2ccccc2-c2[nH]c(=S)[nH]c(=O)c21 (stereo not drawn),-5,i,i,i,-6,·,i,i,i,5,i
Cc1ccc(C(=O)N2CC=C(c3ccccc3)CC2)o1,1,i,i,i,-16,2,i,i,i,2,i
CCCCC(C(=O)NC(C)(C)C)N(Cc1ccccc1)C(=O)c1snc(C(N)=O)c1N (stereo not drawn),-1,i,i,i,-8,-6,i,i,i,-2,i
CC1CC(C)CN(c2nc3c(c(=O)n(C)c(=O)n3C)n2C)C1 (stereo not drawn),-2,i,i,i,-4,9,i,i,i,-3,i
COC(=O)c1cccc([N+](=O)[O-])c1CN1CCCC(C(N)=O)C1 (stereo not drawn),-1,i,i,i,-14,0,i,i,i,-2,i
Cc1ccc(C(OCC(O)CN2CCCCC2)c2ccccc2)cc1 (stereo not drawn),-2,i,i,i,-8,3,i,i,i,-1,i
O=C(Nc1ccccc1C(=O)N1CCN(c2ccccc2)CC1)c1ccco1,2,i,i,i,-11,0,i,i,i,3,i
O=C(CSc1nnc(-c2ccccn2)n1Cc1ccccc1)Nc1ccc2c(c1)OCO2,0,i,i,i,-8,10,i,i,i,0,i
COc1ccc(NS(=O)(=O)c2ccc3oc(SCC(N)=O)nc3c2)cc1,1,i,i,i,-2,-3,i,i,i,1,i
COc1ccccc1-c1ccc(=O)n(CC(=O)NCc2cccs2)n1,3,i,i,i,-6,-1,i,i,i,-3,i
CCn1cc([N+](=O)[O-])c(C(=O)N2CCN(C(=O)c3ccco3)CC2)n1,0,i,i,i,-9,-1,i,i,i,4,i
Cc1cc2nc(-c3ccc(SCc4ccccn4)nc3)[nH]c2cc1C,1,i,i,i,-14,4,i,i,·,3,i
Cc1c(OC(C)C(=O)NCCCN2CCOCC2)ccc2c1oc(=O)c1ccccc12 (stereo not drawn),-1,i,i,i,-6,1,i,i,i,0,i
Cc1ccc(CNC(=O)C2CCCN(C(=O)Nc3ccc(F)cc3)C2)cc1 (stereo not drawn),-1,i,i,i,-7,-3,i,i,i,-3,i
CC(=O)Nc1ccc(NC(=O)COC(=O)C2c3ccccc3Oc3ccccc32)cc1,0,i,i,i,-14,3,i,i,i,·,i
O=C(c1ccco1)N1CCCC(c2nc3c(nnn3Cc3c(Cl)cccc3Cl)c(=O)[nH]2)C1 (stereo not drawn),·,i,i,i,-11,2,i,i,i,3,i
O=C(NN1C(=O)C2C3c4ccccc4C(c4ccccc43)C2C1=O)c1ccccc1 (stereo not drawn),1,i,i,i,-7,0,i,i,i,-1,i
COc1ccc(N(C(=O)C(C)C)S(=O)(=O)c2ccc(Cl)cc2)cc1,-2,i,i,i,-7,6,i,i,·,-2,i
COc1cc(SC)ccc1C(=O)OCC(=O)NCCNC(=O)COC(=O)c1ccc(SC)cc1OC,-27,i,i,i,-6,-3,i,i,i,-2,i
CCn1c(SCC(=O)Nc2ccc3c(c2)OCO3)nc2c1c(=O)n(C)c(=O)n2C,1,i,i,i,-7,-1,i,i,i,-4,i
CC(C)C[C@H](NC(=O)c1nc[nH]c1C(=O)N[C@@H](CCCCNC(=O)OC(C)(C)C)C(=O)OC(C)(C)C)C(=O)OCc1ccccc1,3,i,i,i,-10,3,i,i,i,0,i
O=C(NNC(=O)c1ccc([N+](=O)[O-])cc1Cl)c1ccncc1,3,i,i,i,-6,7,i,i,i,-1,i
Cc1c(C(c2cccc(Br)c2)c2c(C)n(C)n(-c3ccccc3)c2=O)c(=O)n(-c2ccccc2)n1C,3,i,i,i,-10,-1,i,i,i,1,i
# New compounds follow.
SMILES,GSK3B inh,KCNQ1 block,RGS4 block,RGS4 act,hERG protect,DYRK1A inh,KCNK9 block,KCNK3 block,PolyA inh,GSK3 alpha inh,KCNQ1 act
O=C(CN(c1ccc2c(c1)OCCO2)S(=O)(=O)c1ccccc1)Nc1ccc2c(c1)OCO2,0,i,i,i,-13,-4,i,i,i,-4,i
COc1ccccc1OCC(O)Cn1c(=N)n(Cc2ccccc2)c2ccccc21 (stereo not drawn),2,i,i,i,-18,2,i,i,i,0,i
CNC(=S)N1CCN(c2nc(-c3cccc(OC)c3)cs2)CC1,0,i,i,i,-8,-3,i,i,i,3,i
CCCN(CC(=O)Nc1ccccc1OC)C(=O)CCNC(=O)c1ccccc1OC,-2,i,i,i,-9,·,i,i,i,0,i
CC1=C(C(=O)Nc2ccc(C)cc2C)C(c2ccc(Cl)cc2)n2nc(C(=O)OC(C)C)nc2N1 (stereo not drawn),-5,i,i,i,-3,-2,i,i,i,1,i
Cc1ccc(SCC(=O)N2N=CCC2c2ccccc2)cc1 (stereo not drawn),3,i,i,i,-7,1,i,i,i,0,i
Nc1nc(SCc2ccccc2)[nH]c(=O)c1-c1ccccc1,5,i,i,i,-3,2,i,i,i,-1,i
Cc1[nH]nc2c1C(c1cccnc1)N(c1ccc(Br)cc1)C2=O (stereo not drawn),3,i,i,i,-11,5,i,i,i,0,i
CCSc1nnc(N2C(=O)c3ccc(C(=O)c4ccc(C(=O)O)cc4)cc3C2=O)s1,-1,i,i,i,-6,9,i,i,i,0,i
O=C(Nc1c2c(nn1-c1ccccc1)CSC2)c1ccc(N2C(=O)CCC2=O)cc1,2,i,i,i,-3,-2,i,i,i,0,i
CCOC(=O)c1nc(C)nc(Sc2n[nH]c(-c3cc(C(F)(F)F)cc(C(F)(F)F)c3)n2)c1C,4,6*,i,i,-11,-66,i,-9.4*,i,-6,i
CC(=O)N(C)c1ccc(N=C2C(=O)Nc3ccccc32)cc1,-2,i,i,i,-6,2,i,i,i,5,i
C=CCNC(=O)c1ccccc1NC(=O)C1CCN(S(=O)(=O)c2ccc(SC)cc2)CC1,·,i,i,i,-11,2,i,i,i,-2,i
O=c1cc(N2CCN(c3ccccc3F)CC2)[nH]c(=O)n1-c1ccc(Br)cc1,1,i,i,i,-7,1,i,i,i,2,i
CCc1sc(C(=O)N2CCCN(C)CC2)cc1Br,3,i,i,i,-10,-4,i,i,i,0,i
CC(C)(C)c1ccc(-c2nc(C#N)c(NCCCn3ccnc3)o2)cc1,-7,i,i,i,-13,10,i,i,i,-2,i
Cc1nc2ccc(NC(=O)Cc3ccsc3)cc2s1,-1,·,·,·,·,-2,·,i,i,8,·
Cc1ccc(S(=O)(=O)N(CC(=O)c2ccccc2)C(=O)N2CCN(C)CC2)cc1,1,i,i,i,-2,-6,i,i,i,·,i
CC1CCN(S(=O)(=O)c2ccc3[nH]c(=O)c(=O)[nH]c3c2)CC1,1,i,i,i,-4,-1,i,i,i,-1,i
CCOC(=O)C1(CCOC)CCN(C(=O)Cc2ccsc2)CC1,0,i,i,i,-9,3,i,i,i,-1,i
CCOc1cccc(CNCc2ccc(C(=O)O)cc2)c1,3,i,i,i,-2,-2,i,i,i,-3,i
COc1cccc(-n2nnnc2S(C)(=O)=O)c1,2,i,i,i,-18,7,i,i,i,-1,i
Cc1ccc(C)c(-n2cc(CNCCc3cnccn3)c(-c3ccccc3)n2)c1,2,i,i,i,-10,-5,i,i,i,-2,i
CC1=NN(C(N)=S)C(=O)C1N=Nc1ccc(Br)cc1 (stereo not drawn),-1,i,i,i,0,-6,i,i,i,-3,i
COc1ccccc1/C=C/C=N/n1c(-c2ccco2)n[nH]c1=S,-1,i,i,i,0,·,i,i,i,0,i
# The list goes on:
SMILES,GSK3B inh,KCNQ1 block,RGS4 block,RGS4 act,hERG protect,DYRK1A inh,KCNK9 block,KCNK3 block,PolyA inh,GSK3 alpha inh,KCNQ1 act
COc1cc(/C=N/NC(N)=O)ccc1OCC(=O)N1C(C)CCCC1C (stereo not drawn),2,i,i,i,-7,2,i,i,i,-1,i
CC(NC(=O)Cc1ccc(-c2ccccc2)cc1)c1ccccc1 (stereo not drawn),2,i,i,i,-3,5,i,i,i,-2,i
O=C1OC(C(=O)Nc2nccs2)Cc2ccccc21 (stereo not drawn),1,i,i,i,-4,-4,i,i,i,1,i
COc1ccc(Cl)cc1S(=O)(=O)N1CCN(c2ccc(F)cc2)CC1,4,i,i,i,-21,-2,i,i,i,-2,i
O=C(c1cccnc1)N1CCN(S(=O)(=O)c2ccc(S(=O)(=O)N3CCCC3)cc2)CC1,-1,i,i,i,-4,0,i,i,i,-1,i
O=C1CC(=O)N(Cc2ccco2)C(=O)N1,3,i,i,i,-11,18,i,i,i,3,i
COc1ccc(NC(=O)CSc2nnc3ccc(-c4ccccn4)nn23)cc1,0,i,i,i,-12,-7,i,i,i,-2,i
CC(C)c1ccc(-c2nnn(CCC#N)n2)cc1,-2,i,i,i,-9,4,i,i,i,1,i
CCOC(=O)C1C(c2ccc(O)c(OC)c2)NC(=S)NC1(O)C(F)(F)F (stereo not drawn),-3,i,i,i,-10,-4,i,i,i,-1,i
O=C(CSc1ccccc1)N[C@@H](Cc1ccccc1)C(=O)O,3,i,i,i,-7,4,i,i,i,6,i
C/C(=N\NS(=O)(=O)c1c(C)cc(C)cc1C)c1ccncc1,3,i,i,i,-8,-2,i,i,i,-7,i
CCN(C(=O)CSc1nc(N)cc(N)n1)C1CCS(=O)(=O)C1 (stereo not drawn),5,i,i,i,-8,·,i,i,i,-2,i
CC(C)NC(=S)N/N=C/c1ccccc1[N+](=O)[O-],-1,i,i,i,-9,2,i,i,i,0,i
CCCc1nc2sc3c(c2c(=O)[nH]1)CCCC3,21,i,i,i,-1,·,i,i,i,-2,i
